UBC9 SUMO inh: inhibitors of in vitro SUMOylation cascade, primary screen, biochemical, HTRF, uHTS | SUMO-conjugating enzyme UBC9 (Homo sapiens), P63279 | HTRF SUMOylation assay, SAE1/SAE2 + UBC9 | inhibition, % at 35 µM | 290,000 compounds, 0.36% hits; in the data active = inhibition above about 50%, passing the limit was not always enough; note: strong numbers were not always called active
Target sequence (P63279 whole entry, looked up): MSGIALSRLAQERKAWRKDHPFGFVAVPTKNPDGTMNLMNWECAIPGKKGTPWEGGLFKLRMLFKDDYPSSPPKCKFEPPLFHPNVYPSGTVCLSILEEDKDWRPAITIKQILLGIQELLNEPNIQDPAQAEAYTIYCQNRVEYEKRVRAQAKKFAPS
MEKK2 WT-MEK5: modulators of MEK5 binding to wildtype MEKK2, primary screen, biochemical, multiplex bead flow cytometry, Alexa488-MEK5; Alexa488-MEK5 binding to MEKK2 WT; actives lie on both sides; binding response (% of control), % at 10 µM; Mitogen-activated protein kinase kinase kinase 2 (Homo sapiens), Q9Y2U5; AID 1531, 2009; 290,000 compounds, 1.1% hits; in the data active = binding response below about 67% or above about 130%
MEKK3 PB1 HTS: modulators of MEKK3-MEK5 PB1 binding, primary screen, biochemical, wildtype MEKK3, multiplex bead flow cytometry, Alexa488-MEK5; 290,000 compounds, 1.4% hits; bead-based flow cytometry, Alexa488-MEK5 binding to MEKK3; actives lie on both sides; 0 = blocked by unlabeled MEK5, 100 = vehicle; AID 1529, 2009; binding response (% of control), % at 10 µM;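 active = binding response more than 3 SD above or below the average of its plate-row segment, actives on both sides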;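 note: Alexa488 bead fluorescence after subtracting the streptavidin-only scavenger bead signal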
Target sequence (Q99759 whole entry, looked up): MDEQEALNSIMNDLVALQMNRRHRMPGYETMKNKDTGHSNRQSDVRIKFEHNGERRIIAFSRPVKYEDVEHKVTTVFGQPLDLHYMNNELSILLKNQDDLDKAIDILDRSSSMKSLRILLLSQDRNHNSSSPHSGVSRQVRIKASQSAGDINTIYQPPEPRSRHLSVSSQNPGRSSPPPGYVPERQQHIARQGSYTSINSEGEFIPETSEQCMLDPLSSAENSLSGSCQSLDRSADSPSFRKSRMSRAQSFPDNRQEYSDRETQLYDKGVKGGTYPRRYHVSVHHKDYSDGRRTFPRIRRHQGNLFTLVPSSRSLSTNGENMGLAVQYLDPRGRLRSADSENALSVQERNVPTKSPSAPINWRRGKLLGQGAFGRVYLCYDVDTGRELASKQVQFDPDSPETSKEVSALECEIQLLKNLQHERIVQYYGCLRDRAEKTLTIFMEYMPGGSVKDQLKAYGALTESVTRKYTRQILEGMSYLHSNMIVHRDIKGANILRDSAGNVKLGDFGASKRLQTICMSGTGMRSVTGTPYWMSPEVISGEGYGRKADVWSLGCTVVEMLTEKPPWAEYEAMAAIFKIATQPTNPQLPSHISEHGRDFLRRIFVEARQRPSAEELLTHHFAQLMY
GalR3 antag: GalR3 antagonists in HEK293 cells, primary screen, cell-based, fluorescence readout | Galanin receptor type 3 (Homo sapiens), O60755 | HEK293 GalR3-CNG cAMP membrane potential fluorescence; galR3 body fused to GalR1 C-terminus | inhibition, % at 3 µM | 360,000 compounds, 0.44% hits | AID 651719, 2012;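 active = inhibition above the screen-wide average plus 3 SD, cut at about 13% in these data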;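 note: forskolin and galanin both at EC90 stimulate the cells; cAMP rise reported by CNG channel membrane potential dye signal; 0% = forskolin plus galanin with DMSO and 100% = forskolin alone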
Target sequence (O60755 1-299 limits assumed): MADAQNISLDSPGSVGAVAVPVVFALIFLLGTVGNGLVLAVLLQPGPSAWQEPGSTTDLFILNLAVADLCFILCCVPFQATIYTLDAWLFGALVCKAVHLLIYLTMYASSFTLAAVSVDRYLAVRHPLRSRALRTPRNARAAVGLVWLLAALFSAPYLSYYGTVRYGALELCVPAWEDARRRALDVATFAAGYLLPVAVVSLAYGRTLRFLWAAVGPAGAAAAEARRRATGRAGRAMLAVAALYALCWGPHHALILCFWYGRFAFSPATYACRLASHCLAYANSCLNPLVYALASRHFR
MEKK2mut PB1 HTS: MEK5 binding signal on mutant MEKK2 PB1, primary screen, biochemical, multiplex bead flow cytometry, Alexa488-MEK5 | percent response, % at 10 µM | Alexa488-MEK5 binding to MEKK2 mutant | AID 1530, 2009 | 290,000 compounds, 0.35% hits; in the data active = percent response above about 24%, passing the limit was not always enough; note: inactives centre near 1; some results filed as inactive read as strong as hits
NS3 helicase inh: inhibitors of HCV NS3 helicase, primary screen, biochemical, Cy5 molecular beacon fluorescence | Hepatitis C virus NS3 helicase | NS3 helicase DNA unwinding | inhibition, % at 10.9 µM | 290,000 compounds, 0.56% hits;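 active = inhibition above the mean of all tested compounds plus 3 SD, set per campaign, cut at about 35% in these data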;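 note: 0% = DMSO wells and 100% = thioflavine S control wells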
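Measured by: Cy5 fluorescence, 0 and 60 min reads / Assay system: NS3 helicase fragment of HCV / Control set: low DMSO, high thioflavine S at 110 µM / Times: 1 h reaction at 25 °C, ATP-initiated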
CRFR2-BP antag: antagonists of CRF-BP/CRF-R2 complex, primary screen, cell-based, HEK293, calcium dye fluorescence, uHTS; CRF-induced calcium fluorescence; inhibition, % at 11.8 µM; 350,000 compounds, 0.59% hits; AID 588475, 2011;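 active = inhibition of the ligand-induced calcium signal above about 50% at the single tested concentration, limit read from the data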
CRFBP-R2 agonist: agonists of CRF-BP/CRF-R2 complex, primary screen, cell-based, HEK293, calcium dye fluorescence, uHTS | CRF-binding protein / CRF receptor 2 complex (human) | calcium dye fluorescence (FLIPR); percent of saturating CRF peptide response | activation, % at 13.2 µM | 350,000 compounds, 0.46% hits | AID 588473, 2011;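 active = activation of at least 50%, plus an integration ratio under a set limit after plate pattern correction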;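 note: plate controls were neutral control wells without compound for no effect and CRF at EC100 for full effect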
DNA FID counter: compounds displacing fluorescent DNA intercalator, primary screen, artefact control for HCV NS3 helicase inhibitor project, biochemical, FID fluorescence; inhibition, % at 7.9 µM; AID 1845, 2009; DNA fluorescent intercalator displacement; 290,000 compounds, 0.17% hits; in the data active = inhibition above about 37%;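 note: 0% = vehicle and 100% = reference compound; higher means more ethidium bromide displaced from hairpin DNA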
Active calls of the source: *; x = not tested or not shown; [ ] = remark or other dose. Not all compounds are listed; the hit share may differ from the screen's.

SMILES	UBC9 SUMO inh	MEKK2 WT-MEK5	MEKK3 PB1 HTS	GalR3 antag	MEKK2mut PB1 HTS	NS3 helicase inh	CRFR2-BP antag	CRFBP-R2 agonist	DNA FID counter
COc1ccc(-c2nnn(CC(=O)N(CC3CCCO3)C(C(=O)NC(C)(C)C)c3ccco3)n2)cc1OC (centres undefined)	7	96	98	-2	1	0	5	-0.4	-37
CCOC(=O)C1CCN(Cc2cnc(Oc3ccc(N)cc3)s2)CC1	4	98	97	-3	-3	5	3	-1.5	-1
CC(=O)c1c(OC(=O)c2ccccc2Br)ccc2c(C)cc(=O)oc12	15	99	99	-6	0	5	2	-0.7	-5
O=C(CCc1ccccc1)N1CCCC1	13	103	105	-10	2	-1	0	-0.5	-3
O=C(COC(=O)c1cc2ccccc2cc1O)NC(=O)NCc1ccco1	3	95	103	-5	-3	4	-6	-0.8	-11
Cc1noc2ncnc(N3CCCCC3)c12	14	96	103	-4	-10	-2	19	1.5	1
CC(=O)Nc1ccc(-c2cc(C(=O)O)c3ccccc3n2)cc1	41	61*[inhibitor]	58*[inhibitor]	-6	-40	10	19	0.3	-1
CC(C)OC(=O)c1ccc(COC(=O)c2cnccn2)cc1	0	76	75	-1	-7	-9	2	0.1	-8
O=C(COC(=O)c1cncc(Br)c1)NCCC1=CCCCC1	-1	107	103	-3	6	6	-8	-0.2	-12
CCOc1nc(-c2ccncc2)nc2ccccc12	-2	89	95	2	-2	-6	-31	0.2	-7
CCCCC(=O)N1CCN(c2nc3ccc(Br)cc3s2)CC1	11	96	100	1	-2	7	-3	2.2	-42
NC(=O)c1cc(-c2ccccc2)nc2ccc(Br)cc12	12	102	102	-3	4	14	-2	3.8	1
O=C(c1ccccc1F)N1CCN(Cc2cccc(Cl)c2)CC1	20	98	97	-6	-2	-5	-3	-1.6	-10
Cc1nc(/N=C(\N)Nc2ccccc2)nc2ccccc12	8	104	104	x	11	-19	x	x	-5
C#CCCOC(=O)N1C2=NC(C(=O)OC)=C(C(=O)OC)[C@@H]3N(CC=C)c4ccccc4[C@]23C[C@H]1C(=O)OC	-6	85	89	-1	-15	x	0	-0.2	x
Cc1cc2nnc(SC3CCCCN(C(=O)c4ccc(F)cc4)C3=O)n2c2ccccc12 (centres undefined)	3	x	x	0	x	-4	-28	14	-8
NC(=O)c1cc(-c2cccnc2)nc2ccc(Br)cc12	-8	111	107	-5	4	1	-1	-0.3	-4
COC(=O)c1ccc(NC(=O)CSc2nnc(Cc3cccn3C)n2-c2ccc(F)cc2)cc1	5	97	97	1	-3	10	4	-2.0	-31
Cc1cc(-c2onc(C)c2C(=O)Nc2ccc(C(F)(F)F)cc2)no1	22	89	91	-1	-5	-1	-10	-1.2	1
CN(CC(=O)NCCCN1CCOCC1)S(=O)(=O)c1cc(Cl)ccc1Cl	-3	100	102	-4	-4	4	-3	1.6	2
Cc1ccc(S(=O)(=O)N(C)CC(=O)O/N=C(\N)c2cccc([N+](=O)[O-])c2)cc1	-18	98	98	-5	-1	4	4	1.0	-1
COc1ccc(OC)c(NC(=O)c2cccnc2)c1	-3	97	99	-8	0	-11	12	0.7	-3
O=C(CCc1nc(-c2ccccc2F)no1)NCc1ccco1	4	113	110	-9	11	0	-5	0.6	4
COc1ccccc1OCCNC(=O)c1c(-c2ccccc2Cl)noc1C	6	105	104	0	13	8	-2	0.1	-31
CCSc1nc2c(cnn2-c2ccccc2)c(=O)n1N	3	109	103	-2	7	-8	-3	-0.4	-8
COc1cccc(NC(=O)CC2C(=O)NC3CCCCC3N2C(=O)c2ccc(F)cc2)c1 (centres undefined)	11	109	112	-4	7	-1	-9	-0.1	-22
Cc1cccc(C)c1Nc1ncnc(N)c1[N+](=O)[O-]	-9	119	117	1	51*	0	-5	-0.7	4
CC(C)CC(=O)Nc1ccccc1N1CCN(c2ccccc2)CC1	-6	88	101	-9	-13	1	-33	0.1	-27
CCOC(=O)c1cnn(CCOC(=O)Cc2cccs2)c1NC(=O)Cc1cccs1	-8	103	102	-8	1	0	-4	-0.3	-14
C=CCNC(=S)N1CCN(CCN=CC2=C(O)CC(c3ccco3)CC2=O)CC1 (centres undefined)	3	108	104	-4	13	9	13	-3.5	-5
CC1CCN(C2CCN(C(=O)c3ccccc3F)CC2)CC1	-1	98	102	-1	3	7	11	-1.9	9
O=c1cc(O)c2c(=O)n(Cc3ccccc3)c3ccccc3c2o1	2	82	94	-1	-12	-1	-15	-5.5	-12
C=C(C(=O)c1ccccc1)C(C)CC(=O)c1ccccc1 (centres undefined)	12	105	99	-2	15	-5	17	0.8	-5
O=C(c1c[nH]c(C(=O)C(Cl)(Cl)Cl)c1)c1ccccc1Br	2	87	80	-3	-1	1	11	-1.1	-8
C=CCN1C(=Nc2ccccc2)SC/C1=C\C(=O)OC	14	86	90	-1	-6	-2	28	-0.8	-5
OC(CNCCc1ccc(Cl)cc1)COCc1ccco1 (centres undefined)	14	111	98	-3	4	-1	3	-1.7	10
CC(C)C(=O)Nc1nnc(NC(=S)Nc2ccccc2)s1	-2	89	94	-4	-7	-4	-35	-1.7	12
CCC(C(=O)NC(C)(C)C)N(C(=O)Cn1nnc(-c2ccccc2F)n1)c1cnc2ccccc2c1 (centres undefined)	-2	120	128*	-6	1	3	14	-0.4	9
c1ccc(C2CC(c3cccs3)=NN2c2ccccc2)cc1 (centres undefined)	14	97	100	-2	-1	12	5	0.1	-2
COc1ccc(CCNC(=O)COc2ccc(-c3ccccc3)cc2)cc1OC	-22	106	104	1	19	-7	15	-0.7	-2
Cc1ccc(C)c(S(=O)(=O)NCc2ccc(C(=O)N3CCCCC3C)cc2)c1 (centres undefined)	6	104	104	-8	8	-1	-23	-8.1	-39
CCNC(=O)CN1C(=O)NC2(CCOc3ccccc32)C1=O (centres undefined)	2	99	102	-9	1	9	2	-0.4	0
Cc1ccc(C)n1CCN1CCN(S(=O)(=O)c2ccc(F)cc2F)CC1	8	98	100	-1	-2	0	19	-1.8	-6
O=C(/C=C/c1ccco1)Nc1ccc2nc3n(c(=O)c2c1)CCCC3	15	101	100	-3	1	17	-3	-0.5	-12
CCCCOC(=O)CCc1c(C)[nH]c(=O)c(C#N)c1C	5	102	102	10	5	-2	1	-0.4	-6
O=S(=O)(Nc1ccc(S(=O)(=O)N2CCOCC2)cc1)c1ccc(Br)cc1	-20	97	102	-8	-1	-1	-2	-1.0	-14
Cc1sc2nc(CN3CCOCC3)[nH]c(=O)c2c1-c1ccccc1	5	96	81	0	-1	4	13	0.3	-23
CC(C)Cc1nc2n[nH]c(N)c2c2c1CCC2	7	108	105	-4	5	1	-4	1.1	-9
O=C(CN(Cc1cccs1)C(=O)CNS(=O)(=O)c1ccc(F)cc1)NCc1ccco1	12	96	98	1	-1	5	-12	-0.5	-11
Cn1cccc1C(=O)NC(=O)COC(=O)CNC(=O)CNC(=O)c1ccc(Cl)cc1Cl	19	87	97	-6	-8	13	25	4.5	-9

Compound profiles (already shown).
`Cc1ccc(C)n1CCN1CCN(S(=O)(=O)c2ccc(F)cc2F)CC1` reads UBC9 SUMO inh = 8; MEKK2 WT-MEK5 = 98; MEKK3 PB1 HTS = 100; GalR3 antag = -1; MEKK2mut PB1 HTS = -2; NS3 helicase inh = 0; CRFR2-BP antag = 19; CRFBP-R2 agonist = -1.8; DNA FID counter = -6
`O=S(=O)(Nc1ccc(S(=O)(=O)N2CCOCC2)cc1)c1ccc(Br)cc1` reads UBC9 SUMO inh = -20; MEKK2 WT-MEK5 = 97; MEKK3 PB1 HTS = 102; GalR3 antag = -8; MEKK2mut PB1 HTS = -1; NS3 helicase inh = -1; CRFR2-BP antag = -2; CRFBP-R2 agonist = -1.0; DNA FID counter = -14

More entries
SMILES	UBC9 SUMO inh	MEKK2 WT-MEK5	MEKK3 PB1 HTS	GalR3 antag	MEKK2mut PB1 HTS	NS3 helicase inh	CRFR2-BP antag	CRFBP-R2 agonist	DNA FID counter
CC(C)(C)OC(=O)N1CC=C2C(C#N)=C(N)C(C#N)(C#N)C(c3cccs3)C2C1 (centres undefined)	10	89	102	-2	-3	0	21	10	-13
Cc1cc(C(F)(F)F)c(C#N)c(SCC(=O)NC2CC2)n1	17	99	102	-5	-4	-5	7	-0.4	4
C/C(=N\OCC(=O)Nn1c(C)nc2ccccc2c1=O)c1ccccc1	-7	103	95	1	-1	0	-17	-0.5	-6
CCc1nc2ccccc2c(=O)n1NC(=O)c1c(O)c2ccccc2[nH]c1=O	0	86	89	-6	-6	0	-27	0.5	-1
O=C(O)c1ccccc1SCc1cn2ccccc2n1	12	110	102	-11	-1	-2	-9	-1.1	5
CC(NC(=O)C(=O)NN=C1CCC(C(C)(C)C)CC1)c1ccccc1 (centres undefined)	5	94	95	-2	-2	3	-16	2.1	-8
CC(C)c1nc(SCC(=O)NCC2CCCO2)c2c(=O)n(C)c(=O)n(C)c2n1 (centres undefined)	-2	108	102	0	5	0	-11	-0.1	-11
O=C(Nc1cccc(-c2nc3ccccc3s2)c1)c1ccc2c(c1)OCO2	-24	99	99	3	-2	-6	-2	0.4	0
COc1ccc(C(=O)/C=C/c2cccc(OCc3ccccc3)c2)cc1CSCC(=O)O	29	103	101	-4	3	35	3	0.0	0
CN(CC(=O)NCCc1ccc(Cl)cc1)S(=O)(=O)c1cccs1	14	94	96	-2	-1	-16	1	-0.1	-22
O=C(COC(=O)C1=COCCO1)Nc1ccc(Oc2ccccc2)cc1	-9	101	102	-3	1	-8	5	-3.4	-11
O=C1[C@@H]2[C@@H]3C[C@@H]([C@H]4ON=C(c5ccc(Cl)cc5)[C@@H]34)[C@@H]2C(=O)N1c1ccc2c(c1)OCO2	-5	98	83	-5	0	-4	1	-2.0	-15
CCCCc1nc2cc(C(=O)NCCc3cnn(C)c3)ccc2o1	2	99	101	1	2	1	-2	-3.5	-12
CCOC(=O)c1c(N)sc2c1CCCC2	21	64	52*[inhibitor]	-2	-9	17	-1	-1.1	-11
CCCc1nnc(SCC(=O)N2CCCCC2C)n1CC1CCCO1 (centres undefined)	19	107	99	-2	1	1	-11	-1.4	-6
Cc1ccc(N(CC(=O)NC(C)C)C(=O)CCC(=O)Nc2nccs2)cc1C	-18	107	105	-1	10	0	-1	0.3	-17
Cn1c(=O)oc2cc(S(=O)(=O)N3CCN(c4ccccc4)CC3)ccc21	20	108	103	4	3	0	-28	0.0	1
CSc1ccccc1-c1nc(-c2ccncc2)no1	20	104	103	-8	2	-7	12	-1.1	-16
CN(C)CCCNC(=O)CCC1CCCCC1	17	109	105	-4	9	7	-6	1.3	-4
COc1ccc(NS(=O)(=O)NC(=O)c2cn(C)c3ccccc23)cc1	15	102	105	-7	9	-5	0	-1.8	4
Cc1nc2c3ccccc3nc(SCC(=O)N3CC(C)CC(C)C3)n2n1 (centres undefined)	8	x	x	-3	x	-5	-16	-1.8	-11
